# MEKK3 PB1 HTS: modulators (inhibitors or enhancers) of MEK5 binding to human MEKK3 PB1 domain; Q99759; bead-based flow cytometry, Alexa488-MEK5 binding to MEKK3; actives lie on both sides; 0 = blocked by unlabeled MEK5, 100 = vehicle; binding response (% of control), % at 10 µM; 1.4% of 290,000 active;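 active = binding response more than 3 SD above or below the average of its plate-row segment, actives on both sides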;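 also: Alexa488 bead fluorescence after subtracting the streptavidin-only scavenger bead signal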
# IDE cell activ: IDE (human) activation, cell-based; P14735; HEK cells, FAbeta-B cleavage, fluorescence polarization; 0% vehicle, 100% cell-free pure enzyme wells; activation, % at 5.96 µM; 0.073% of 340,000 active; AID 493087;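 active = activation above the mean of all tested compounds plus 3 SD, set per screening campaign, cut at about 17% in these data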
# Target sequence (P14735 whole entry, looked up): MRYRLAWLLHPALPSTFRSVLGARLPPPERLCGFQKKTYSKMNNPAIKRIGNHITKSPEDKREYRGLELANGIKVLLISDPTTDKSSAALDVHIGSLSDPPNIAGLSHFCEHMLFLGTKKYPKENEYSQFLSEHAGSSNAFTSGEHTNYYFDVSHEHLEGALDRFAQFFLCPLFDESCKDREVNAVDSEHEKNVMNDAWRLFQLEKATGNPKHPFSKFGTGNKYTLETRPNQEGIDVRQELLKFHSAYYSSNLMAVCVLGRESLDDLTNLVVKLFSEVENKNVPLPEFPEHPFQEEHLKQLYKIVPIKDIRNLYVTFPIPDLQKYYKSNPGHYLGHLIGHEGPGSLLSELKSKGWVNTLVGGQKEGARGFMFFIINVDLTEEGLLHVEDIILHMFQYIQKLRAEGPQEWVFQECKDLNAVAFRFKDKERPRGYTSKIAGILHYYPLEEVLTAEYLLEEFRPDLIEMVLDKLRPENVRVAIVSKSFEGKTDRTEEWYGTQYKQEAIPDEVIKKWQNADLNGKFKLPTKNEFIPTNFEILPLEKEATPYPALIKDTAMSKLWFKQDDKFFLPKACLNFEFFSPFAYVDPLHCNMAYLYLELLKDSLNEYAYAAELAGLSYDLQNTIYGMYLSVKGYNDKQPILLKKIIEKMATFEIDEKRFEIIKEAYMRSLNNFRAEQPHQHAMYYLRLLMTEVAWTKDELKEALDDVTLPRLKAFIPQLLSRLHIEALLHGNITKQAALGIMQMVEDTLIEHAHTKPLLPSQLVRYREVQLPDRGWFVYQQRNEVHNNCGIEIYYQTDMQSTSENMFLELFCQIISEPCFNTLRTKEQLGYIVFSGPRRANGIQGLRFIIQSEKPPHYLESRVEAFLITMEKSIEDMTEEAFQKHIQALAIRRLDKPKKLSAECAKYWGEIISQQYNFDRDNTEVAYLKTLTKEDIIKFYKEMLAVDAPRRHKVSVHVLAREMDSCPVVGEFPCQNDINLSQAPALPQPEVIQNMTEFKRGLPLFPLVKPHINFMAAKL
# M4 PAM: potentiates acetylcholine response at human M4 receptor | CHO-K1 hM4/Gqi5, Fluo-8 calcium fluorescence, ACh EC20; 0% = ACh EC20, 100% = maximal ACh | activation, % at 3 µM | 0.4% of 360,000 active | AID 624126;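 active = activation above its plate's cutoff, the mean activation of sample wells plus 3 SD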; also: some results filed as inactive read as strong as hits
# CRFR2-BP ag: CRF-BP/CRF-R2 complex agonism. HEK293 CRF-R2/CRF-BP, calcium dye fluorescence (FLIPR); percent of saturating CRF peptide response. activation, % at 13.2 µM. AID 588473. 0.46% of 350,000 active;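 active = activation of at least 50%, plus an integration ratio under a set limit after plate pattern correction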;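 also: plate controls were neutral control wells without compound for no effect and CRF at EC100 for full effect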
# pCIP destab: lowers stability of the mouse p/CIP coactivator protein | Q05BA5 | F442A p/CIP-EGFP cells, EGFP fluorescence, 16 h | decrease of EGFP signal, % at 10 µM | 0.01% of 290,000 active | AID 1984;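 active = EGFP signal decrease of at least 30% at 10 µM or well 3 SD below plate mean, unless failing retest; inactive = the rest, including hits failing retest or dose response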; also: some compounds called inactive have numbers as strong as hits; many of its hits are not listed in these tables
# PHOSPHO1 inh: blocks human PHOSPHO1 phosphatase activity; AID 1565; recombinant PHOSPHO1, absorbance phosphatase assay; inhibition, % at 13.3 µM; 1.1% of 290,000 active; Q8TCT1; in the data active = inhibition above about 60%
# GalR3 antag: antagonists of human GalR3 | O60755 | HEK293 GalR3-CNG cAMP membrane potential fluorescence; galR3 body fused to GalR1 C-terminus | inhibition, % at 3 µM | 0.44% of 360,000 active | AID 651719;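 active = inhibition above the screen-wide average plus 3 SD, cut at about 13% in these data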;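 also: forskolin and galanin both at EC90 stimulate the cells; cAMP rise reported by CNG channel membrane potential dye signal; 0% = forskolin plus galanin with DMSO and 100% = forskolin alone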
# CRFR2-BP antag: CRF-BP/CRF-R2 complex antagonism; inhibition, % at 11.8 µM; 0.59% of 350,000 active; HEK293 CRF-R2/CRF-BP, CRF-induced calcium fluorescence;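 active = inhibition of the ligand-induced calcium signal above about 50% at the single tested concentration, limit read from the data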
# IDE cell inh: cellular human IDE inhibition | P14735 | HEK cells, FAbetaB cleavage, fluorescence polarization | inhibition, % at 5.59 µM | 0.41% of 320,000 active | AID 434962;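 active = percent inhibition above the average of all tested compounds plus 3 SD, set per screening campaign, cut at about 16% in these data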;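 also: IDE supplied by intact live HEK cells; FP after avidin binding of uncleaved biotin substrate so inhibition keeps polarization high; 0% = DMSO wells and 100% = 60 µM reference IDE inhibitor Ii1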
# The depositor's hits bear a star; . = no result given. Outcome played no part in choosing rows; about 4.2% have a hit in one of these screens.
PHOSPHO1 inh,IDE cell inh,GalR3 antag,CRFR2-BP antag,CRFR2-BP ag,IDE cell activ,MEKK3 PB1 HTS,pCIP destab,M4 PAM,structure
-1,1,5,12,-0.5,.,100,-6,-1,CC(C)(C)c1cc[n+](C2=C([O-])c3ccccc3C(=O)/C2=N\S(=O)(=O)c2ccccc2)cc1
3,-2,-4,-24,-0.1,6,112,-5,3,Cc1sc2ncnc(N3CCC(C)CC3)c2c1C
.,-3,-5,-4,3.7,-1,.,.,14,Cc1ccc(S(=O)(=O)Nc2nc(CN3CCOCC3)nc3sc(C)c(C)c23)cc1
28,-3,-10,-12,-0.5,0,107,2,0,NNC(=O)[C@H](Cc1ccccc1)NC(=O)NCCc1ccccc1
38,2,-7,12,-0.5,-5,100,-2,-3,COc1ccccc1NC(=O)CCNS(=O)(=O)c1ccc2c(c1)CC(C)N2C(=O)C1CC1 (configuration not stated)
-3,7,0,-4,2.8,-2,100,-9,-16,CSc1cccc(NC(=S)N(CCCN2CCC(C)CC2)Cc2cccs2)c1
.,5,-2,96*,-1.1,3,.,.,0,CCCCN(C(=O)c1ccc2c(c1)S(=O)(=O)N=C1CCCCCN12)c1c(N)n(CCCC)c(=O)[nH]c1=O
-2,7,-9,10,-1.1,1,100,-20,4,O=C(Nc1ccccc1-c1ccccc1)c1ccc(Cl)c([N+](=O)[O-])c1
6,-1,0,-8,-2.3,1,101,-4,1,CCOC(=O)CCSc1nc(C)c2ccccc2n1
.,-2,-2,-27,7.3,2,.,.,7,Cn1c(N)c(C(=O)COC(=O)c2ccc(F)cc2Cl)c(=O)n(C)c1=O
17,8,1,-24,1.3,8,100,1,1,Cc1nnc(SCc2ccccc2)nc1/C=C/NOCc1ccc(Cl)cc1Cl
-13,0,.,.,.,.,98,-10,.,O=C(C1=C[C@@H]2[C@H]3C(=O)N(c4ccccc4)C(=O)[C@H]3[C@@H](C(=O)c3ccc(Cl)cc3)N2C=C1)c1ccccc1
71*,2,2,-2,-1.7,2,116,-5,1,C/C=C/Cn1c(SC)nc2c1c(=O)[nH]c(=O)n2C
-10,-7,-2,4,-1.4,1,101,8,-2,O=[N+]([O-])c1cc(S(=O)(=O)N2CCCC2)ccc1NCCCN1CCOCC1
-20,-1,-6,-8,-0.1,4,99,-2,11,Cc1cccc(C)c1OCc1nnc2c3cnn(C)c3ncn12
.,-1,-4,-1,-0.7,-3,.,.,-1,Cc1occc1C(=O)N1CCN(S(=O)(=O)c2ccc(F)cc2)CC1
12,0,-3,-10,3.3,-3,90,-7,-7,COc1ccccc1OCC(=O)Nc1cccc(C(=O)N2CCOCC2)c1
-3,1,0,7,1.3,-5,91,5,-1,COc1ccc(CNC(=O)CN(c2ccccc2)S(=O)(=O)N(C)C)cc1
-5,3,-3,16,-2.2,3,98,0,5,O=C(/C=C/c1ccccc1)N1CCN(c2ccc([N+](=O)[O-])c(N3CCOCC3)c2)CC1
4,3,2,9,0.7,0,98,-3,0,COC(=O)c1ccc(COc2ncnc3sccc23)cc1
30,-3,-6,-8,0.4,4,104,1,-6,CCOC(=O)C1(CCOc2ccccc2)CCN(CC=C(C)C)CC1
-7,7,-6,-35,-0.8,3,98,-22,-6,CCSc1nc(N)c(C#N)c(-c2ccccc2Cl)c1C#N
15,8,-8,1,-6.2,4,102,8,-8,CCNc1nc(NCC)nc(N/N=C/c2ccccc2)n1
9,4,-3,12,1.0,4,107,1,2,Oc1ccc(Br)cc1/C=N/N1CCN(Cc2ccccc2)CC1
-2,4,0,-37,-1.4,3,105,-3,-1,Cc1ccc2nc(SCC(=O)Nc3ccc(F)cc3F)[nH]c2c1
.,-3,0,0,0.3,2,.,.,26*,COc1ccc(CCNC(=O)COC(=O)c2cc(=O)c3ccccc3o2)cc1
-6,2,.,-1,-1.4,2,107,-4,-2,Cc1cc(NC(=O)c2cc(CC(C)C)on2)no1
5,2,1,-1,9.6,2,88,-3,-2,Nc1ccc2c(c1)C/C(=C/c1ccco1)C2=O
7,-2,-6,15,-1.9,4,99,-9,10,CN(C)CCCOc1cccc(Cl)c1
1,0,2,-18,0.5,5,105,-12,-3,CC(C)C(=O)Nc1ccc(C(=O)NCc2cccnc2)cc1

# With a hit mark in M4 PAM, among the entries above:
PHOSPHO1 inh,IDE cell inh,GalR3 antag,CRFR2-BP antag,CRFR2-BP ag,IDE cell activ,MEKK3 PB1 HTS,pCIP destab,M4 PAM,structure
.,-3,0,0,0.3,2,.,.,26*,COc1ccc(CCNC(=O)COC(=O)c2cc(=O)c3ccccc3o2)cc1

# Back to the main list with the 5 entries that preceded the break.
PHOSPHO1 inh,IDE cell inh,GalR3 antag,CRFR2-BP antag,CRFR2-BP ag,IDE cell activ,MEKK3 PB1 HTS,pCIP destab,M4 PAM,structure
.,-3,0,0,0.3,2,.,.,26*,COc1ccc(CCNC(=O)COC(=O)c2cc(=O)c3ccccc3o2)cc1
-6,2,.,-1,-1.4,2,107,-4,-2,Cc1cc(NC(=O)c2cc(CC(C)C)on2)no1
5,2,1,-1,9.6,2,88,-3,-2,Nc1ccc2c(c1)C/C(=C/c1ccco1)C2=O
7,-2,-6,15,-1.9,4,99,-9,10,CN(C)CCCOc1cccc(Cl)c1
1,0,2,-18,0.5,5,105,-12,-3,CC(C)C(=O)Nc1ccc(C(=O)NCc2cccnc2)cc1
20,-2,-7,7,1.2,8,92,-5,-35,Cc1onc(-c2c(Cl)cccc2Cl)c1C(=O)c1ccccc1
48,9,-4,44,-3.4,-3,97,-2,6,Cc1ccc(S(=O)(=O)N(C)c2ccc(C(=O)Nc3c(C)n(C)n(-c4ccccc4)c3=O)cc2)cc1
-50,3,3,11,-3.2,3,104,-6,1,CC(=O)/C(=N/Nc1ccc(Br)cc1)Sc1cccc2cccnc12
.,1,-5,7,-0.6,3,.,.,3,Cc1ccc(C)c(S(=O)(=O)N2CCCCC2CCNC(=O)C(=O)NCCc2ccco2)c1 (configuration not stated)
52,1,2,1,0.9,3,92,-1,-5,Cc1nc(S/C(=C/c2ccc(-c3ccc(Cl)cc3)o2)C(=O)O)n[nH]1
.,3,.,30,-1.7,10,.,.,-8,CC[C@@H](C)[C@@H]1CN([C@@H](CN2CCC[C@H]2CN2C(N)=NC[C@@H]2Cc2ccccc2)C(C)C)C(=N)N1CCCC1CCCC1
-5,-2,1,3,0.4,2,79,-7,1,CN(C)CCCN1C(=O)C(=O)/C(=C(/O)c2ccncc2)C1c1ccccc1 (configuration not stated)
3,0,1,-8,0.1,-1,99,-6,-2,Cc1ccc(OCCCC(=O)Nc2ccc3c(c2)OCO3)cc1
.,-4,-5,-5,0.1,3,.,.,-4,O=C(C[C@@H]1C/C=C\CC[C@@H](Cc2ccc(F)cc2)C(=O)OC[C@@H]2CCCN2C1=O)N[C@H](CO)Cc1ccccc1
.,-3,-1,1,-0.6,2,.,.,0,CC1CCCN(S(=O)(=O)CCNC(=O)c2ccc3c(c2)OCO3)C1 (configuration not stated)
4,0,3,22,-0.1,0,89,-5,-6,CCOc1ccc(NC(=O)CC2C(=O)N(C)C(=S)N2Cc2ccco2)cc1 (configuration not stated)
-3,5,-6,-12,-1.7,-28,99,1,-8,C=CCC(=O)N1CCCC(CNC(=O)c2ccc(-c3ccccc3)cc2)C1 (configuration not stated)
26,3,-1,14,4.6,0,100,4,0,COc1ccc(C(=O)Nc2ccc3c(c2)Cc2ccccc2-3)cc1
.,.,-7,3,0.9,3,.,.,-17,COc1cc(C(=O)NCC(c2ccco2)N2CCCC2)ccc1OCc1ccc(Cl)cc1Cl (configuration not stated)
.,0,1,-5,2.8,1,.,.,3,Cc1ccc(S(=O)(=O)N2CCOCC2)cc1C(=O)OCc1nnc(-c2ccccc2)o1
.,4,.,-8,-0.8,3,.,.,2,CCN1CCN(c2ccc(S(=O)(=O)N3CCCCC3)cc2NC(=O)c2ccc(C)o2)CC1
32,11,-2,7,-3.2,.,91,-10,-4,CCOC(=O)C1C(c2ccc([N+](=O)[O-])cc2)C2C(=O)NN=C2CC1(C)O (configuration not stated)
28,-9,.,7,1.7,5,92,-7,-2,CC[n+]1ccc(C)c2cc(S(=O)C(F)(F)F)ccc21 (configuration not stated)
31,3,-7,-1,-0.1,1,92,-9,0,O=C(O)CCSC1CC(=O)N(c2ccccc2)C1=O (configuration not stated)
18,-1,-4,5,0.3,0,98,14,7,COc1cc(C(=O)NCC(=O)OCC(=O)N2CCc3ccccc32)cc(OC)c1OC
36,6,0,10,1.4,1,94,0,12,CCCN1CCC(NC(=O)CC2C(=O)NCCN2Cc2ccccc2C)CC1 (configuration not stated)
-25,3,-1,2,-0.5,5,79,-13,5,COc1ccc(OCC(O)CNc2ccc(Br)cc2)cc1 (configuration not stated)
6,-1,-2,14,-1.4,-13,99,-20,4,O=C1C=C(OCc2ccccc2)CN1
.,3,-11,-9,-0.3,1,105,-6,-6,CCCn1c2ccccc2c2cnn(CC(=O)O)c(=O)c21
17,3,2,-13,-1.0,5,112,-8,7,COc1ccc(Cc2nnc(NC(=O)C(C)(C)C)s2)cc1
-26,4,-6,2,1.1,11,100,-10,-2,COc1c(OC(C)=O)ccc(/C=C/c2ccc3cccc(OC)c3n2)c1[N+](=O)[O-]
-4,3,-1,-4,1.7,5,99,-4,9,COc1ccccc1C(=O)O/N=C(/c1ccncc1)c1ccc([N+](=O)[O-])cc1
20,-2,-2,-21,-0.6,4,100,-5,-3,O=C(CN1CCC(n2nnc3cc(C(F)(F)F)ccc32)CC1)Nc1ccc2c(c1)OCCO2
37,24*,-9,-20,0.1,-24,117,-4,-32,Cc1cccc(Cl)c1NC(=O)N1CCN(c2ccnc3cc(Cl)ccc23)CC1
.,.,-3,15,0.1,3,.,.,7,O=C(O)c1cccc(Oc2ccc(C(=O)O)c([N+](=O)[O-])c2)c1
.,-2,-8,9,-0.2,0,.,.,6,C#CCOCCOCCOCCNc1nc(N2CCN(C(=O)[C@H](CC(N)=O)n3cc(C(N)[C@@H](C)CC)nn3)CC2)nc(N2CCN(C(=O)[C@H](CCCCN)n3cc([C@@H](N)CC(N)=O)nn3)CC2)n1 (some centres not stated)

# Full records, looked up by structure. Order of screens: PHOSPHO1 inh	IDE cell inh	GalR3 antag	CRFR2-BP antag	CRFR2-BP ag	IDE cell activ	MEKK3 PB1 HTS	pCIP destab	M4 PAM
# `CC[n+]1ccc(C)c2cc(S(=O)C(F)(F)F)ccc21` (configuration not stated) is listed with 28	-9	.	7	1.7	5	92	-7	-2
# `CN(C)CCCN1C(=O)C(=O)/C(=C(/O)c2ccncc2)C1c1ccccc1` (configuration not stated) is listed with -5	-2	1	3	0.4	2	79	-7	1
# `Cc1cccc(Cl)c1NC(=O)N1CCN(c2ccnc3cc(Cl)ccc23)CC1` is listed with 37	24*	-9	-20	0.1	-24	117	-4	-32

# An excerpt of these results, as labelled records:
Cc1nc(S/C(=C/c2ccc(-c3ccc(Cl)cc3)o2)C(=O)O)n[nH]1
  PHOSPHO1 inh: 52	IDE cell inh: 1	GalR3 antag: 2	CRFR2-BP antag: 1	CRFR2-BP ag: 0.9	IDE cell activ: 3	MEKK3 PB1 HTS: 92	pCIP destab: -1	M4 PAM: -5
CC[C@@H](C)[C@@H]1CN([C@@H](CN2CCC[C@H]2CN2C(N)=NC[C@@H]2Cc2ccccc2)C(C)C)C(=N)N1CCCC1CCCC1
  PHOSPHO1 inh: .	IDE cell inh: 3	GalR3 antag: .	CRFR2-BP antag: 30	CRFR2-BP ag: -1.7	IDE cell activ: 10	MEKK3 PB1 HTS: .	pCIP destab: .	M4 PAM: -8

# Assay outcomes: PubChem, several laboratories
